# High-throughput results (PubChem BioAssay)
# RNase H inhibition = RNase H inhibition, HIV 1 Gag Pol polyprotein, FRET biochemical assay, screening (AID 372); HIV-1 RT RNase H, FRET RNA/DNA substrate fluorescence; higher % means a stronger effect; inhibition, % at 10 µM; hits with a dose series show IC50 in µM; actives 0.77% (n = 100,000); in the data active = inhibition above about 50%
# Starred values were filed as active, the others as inactive.
SMILES | RNase H inhibition
COc1ccc(/C(N)=N/OC(=O)COc2ccc(Br)c(C)c2)cc1OC | 3%
O=C(COc1ccc(Cl)cc1Br)N/N=C/c1cc(Cl)cc([N+](=O)[O-])c1O | 16%
O=C(Nc1c(C(=O)NCc2ccccc2)cnn1-c1ccccc1)c1cccc(F)c1 | 7%
COc1ccc(C2CC(=O)C3=C(C2)Nc2ccccc2NC3c2ccc(C)cc2)cc1 (stereo not given) | 25%
COC(=O)C1=NN(C(=O)c2ccc(C)cc2)C(O)(c2ccc(Cl)cc2)C1 (stereo not given) | 4%
CCC(=O)Nc1ccc(-c2nc3ccccc3s2)cc1 | 36%
Cc1cc(Br)cc(C)c1OCCOc1cccc2cccnc12 | 16%
Cc1ccc(N2NC(=O)/C(=C/c3ccc(N4CCC(C)CC4)c([N+](=O)[O-])c3)C2=O)cc1Cl | 6%
Cc1cc(/C=C(/C#N)C(=O)NCc2ccccc2)c(C)n1-c1ccc(N(C)C)cc1 | 13%
COc1ccccc1N(CC(=O)N(C)Cc1ccccc1)S(=O)(=O)c1ccccc1 | 12%
CCN(CC)CCSc1nc(O)c(-c2ccccc2)c(=O)n1-c1ccccc1 | 4%
CC(=O)c1ccc(N/C(=N/S(=O)(=O)c2ccccc2)c2ccccc2)cc1 | 10%
COc1ccc(C(=O)Nc2cccc(NC(=O)c3ccccc3Br)c2)cc1[N+](=O)[O-] | 15%
O=C(NC(=S)Nc1ccc2oc(-c3cccnc3)nc2c1)c1cccc(Cl)c1 | 15%
CCCOc1ccc(C2NC(=O)NC(C)=C2C(=O)OC(C)CC)cc1 (stereo not given) | 3%
Cc1cc(C)c(OCC(=O)Nc2ccccc2C)c(Cl)c1 | 4%
CCOC(=O)/C(C(C)=O)=C(\C=C\N(C)C)N(C)C | 12%
CC1CN(S(=O)(=O)c2ccc3c(c2)C(=NO)c2cc(S(=O)(=O)N4CC(C)OC(C)C4)ccc2-3)CC(C)O1 (stereo not given) | 0%
Cc1cccc(OCCCCCCc2c(C)n[nH]c2C)c1 | 39%
O=C(NCc1cccnc1)c1cnn2c(C(F)(F)F)cc(-c3cccs3)nc12 | 4%
COC(=O)C1=C(C)N(c2ccc(F)cc2)C(=O)/C1=C\c1cccc(O)c1 | 3%
O=C(Oc1ccc(/C=N/NS(=O)(=O)c2ccccc2)cc1)c1ccccc1[N+](=O)[O-] | 26%
CCOC(=O)C1=C(C)N(C)C(=O)NC1c1ccc(Cl)c(Cl)c1 (stereo not given) | 12%
COC(=O)c1ccc(N2C(=O)NC(=O)/C(=C\c3ccc(OCc4ccccc4F)cc3)C2=O)cc1 | 23%
COc1cccc(/C=C(\C#N)c2nc(-c3ccc(Cl)cc3Cl)cs2)c1 | 10%
O=C(CCN1C(=O)c2ccccc2C1=O)NCC1CCCO1 (stereo not given) | 6%
COc1cc(NC(=O)c2cccc(Br)c2)c(OC)cc1Cl | 5%
CC1(c2ccccc2)CC(C)(C)N(C(=O)C2CCCO2)c2ccccc21 (stereo not given) | 13%
COc1ccc2[nH]c3ccc([N+](=O)[O-])cc3c(=O)c2c1 | 49%
Cc1ccc(S(=O)(=O)N(CC(=O)Nc2cccnc2)c2cc(C)cc(C)c2)cc1 | 23%

# Other records:
SMILES | RNase H inhibition
O=C(CSc1nc2ccccc2s1)c1cccc([N+](=O)[O-])c1 | 9%
O=c1[nH]c(SCc2ccccc2)nc2sc3c(c12)CCc1ccccc1-3 | 34%
Cc1nc2ccccc2n1S(=O)(=O)c1ccc(F)cc1 | 0%
S=c1[nH]nc(-c2ccco2)n1C1CCCCC1 | 3%
N#CCC(=O)N/N=C/c1cc([N+](=O)[O-])ccc1N1CCCC1 | 6%
O=[N+]([O-])c1ccc(CSc2nnc(-c3ccncc3)n2Cc2ccccc2)cc1 | 9%
Cc1nc(SCC(=O)c2ccc(O)cc2O)n[nH]1 | 19%
CC(=O)C1C(=O)c2cc([N+](=O)[O-])ccc2C1=Nc1cccc(C)c1 (stereo not given) | 8%
Cc1ccc2nsnc2c1NC(=O)c1cc(Cl)ccc1Cl | 1%
CC(C)Oc1cccc(C(=O)Nc2ccc(F)c([N+](=O)[O-])c2)c1 | 6%
O=C(N/N=C/c1ccccc1[N+](=O)[O-])c1ccc(O)cc1O | 4%
O=C(N/N=C/c1ccc(Cl)cc1Cl)c1ccc(-c2ccccc2)cc1 | 0%
COc1ccc(NC(=O)COc2cccc3ccccc23)cc1 | 9%
COc1ccc(C(=O)Nc2ccc(OC(F)(F)F)cc2)cc1OC | 12%
COc1cc(/C=C2\C(=O)N(c3cccc(C(=O)O)c3)N=C2C)ccc1O | 26%
CC(=O)NC(=O)CC(=O)c1ccccc1 | 2%
CC1=C(C(=O)OCCOC(C)C)C(c2cccc(F)c2)C2=C(CC(C)(C)CC2=O)N1 (stereo not given) | 11%
Cc1ncc([N+](=O)[O-])n1Cc1ccccc1Cl | 3%
CCOC(=O)C1=C(C)N=c2s/c(=C\c3cc(Br)c(OCC)c(OC)c3)c(=O)n2C1c1ccc(C)cc1 (stereo not given) | 5%
Cn1c(=O)c([N+](=O)[O-])c(N2CCCCCC2)c2ccccc21 | 0%
CCOc1ccc2nc(NC(=O)c3cc([N+](=O)[O-])ccc3Cl)sc2c1 | 19%
N=C1/C(=C/c2ccc(-c3ccc([N+](=O)[O-])cc3Cl)o2)C(=O)N=C2SC(c3ccccc3)=NN12 | 23%
O=C(NC1CCCCC1)c1ccc(Cl)c(Cl)c1 | 7%
Cc1ccc(C2C(C#N)=C(N)OC3=C2C(=O)CCC3)c(C)c1 (stereo not given) | 1%
CC(=O)c1ccc(N/C=C\C(=O)c2ccc(Cl)c(Cl)c2)cc1 | 4%
O=C(O)C(Sc1nc2ccccc2s1)c1ccccc1 (stereo not given) | 13%
CCC(=O)Nc1cccc(NC(=S)NC(=O)c2cc3ccccc3cc2OC)c1 | 6%
CC(=O)c1cccc(NC(=O)CN2CCOCC2)c1 | 30%
O=C(CC1SC(=Nc2ccccc2)N(c2ccccc2)C1=O)Nc1cccc(C(=O)O)c1 (stereo not given) | 0%
CC(=O)n1nc(C)c2c(-c3ccccc3)c3cc(Br)ccc3nc21 | 6%

# Ordered by molecular weight (smallest number first): part of the list above.
SMILES | RNase H inhibition
S=c1[nH]nc(-c2ccco2)n1C1CCCCC1 | 3%
O=C(O)C(Sc1nc2ccccc2s1)c1ccccc1 (stereo not given) | 13%
COc1cc(/C=C2\C(=O)N(c3cccc(C(=O)O)c3)N=C2C)ccc1O | 26%

# Additional compounds
SMILES | RNase H inhibition
COCCOC(=O)C1=C(C)NC(=S)NC1c1cc(OC)ccc1OC (stereo not given) | 15%
COc1ccc(C(=O)NC(=S)Nc2ccc(F)cc2)cc1 | 8%
CCOC(=O)c1ccc(NC(=O)/C(=C\c2cccc([N+](=O)[O-])c2)NC(=O)c2ccccc2)cc1 | 0%
CCC(=O)Nc1cccc(NC(=O)c2ccc(F)cc2)c1 | 7%
Nc1nc(-c2ccccc2)c(C(=O)c2ccccc2)s1 | 39%
COc1cc2c(cc1C)/C(=N\OC(=O)c1cc(OC)c(OC)c(OC)c1)CCC2 | 28%
CC1(C)CC(=O)C2=C(C1)OC1=C(C(=O)CC(C)(C)C1)C2c1ccc(OC(=O)c2ccccc2F)cc1 | 16%
Cc1cc(C=O)c(C)n1-c1ccc(C(=O)O)c(Cl)c1 | 9%
Cc1cc(C=O)c(C)n1-c1ccc(N2CCCC2)c([N+](=O)[O-])c1 | 10%
Cc1ccc(N2C(=O)NC(=O)/C(=C\c3cc(Cl)c(O)c(Br)c3)C2=O)cc1 | 14%
O=C(N/N=C/c1nc2ccccc2[nH]1)c1cccnc1 | 4%
Cc1ccc(C(=O)N/C(=C\c2cccc(Oc3ccccc3)c2)C(=O)NCCN2CCOCC2)cc1 | 22%
CN(C)c1ccc(/C=N/NC(=O)CCCCCCC(=O)N/N=C/c2ccc(N(C)C)cc2)cc1 | 6%
Cc1ccsc1/C=C1\C(=O)NC(=S)N(c2ccc(Br)cc2)C1=O | 49%
CC1(C)CC(=O)C=C(Nc2ccc(O)cc2)C1 | 3%
O=c1[nH]c(=S)n(-c2cccc(Cl)c2)c(O)c1/C=C1/C=CC=N1 | 42%
CCOc1ccc2c(c1)-c1c(ssc1=S)C(C)(C)N2C(=O)CSc1ncn[nH]1 | 12%
Cc1c(C(c2ccc(O)cc2)c2c(C)n(C)n(-c3ccccc3)c2=O)c(=O)n(-c2ccccc2)n1C | 2%
CCSCCOC(=O)C1=C(C)NC2=C(C(=O)CC(C)(C)C2)C1c1cc2c(cc1Br)OCO2 (stereo not given) | 12%
COc1ccc(-n2c(O)c3ccc(C(=O)N=NC(=O)c4ccccc4)cc3c2O)cc1 | 3%
O=C(NNc1ccc(F)cc1)C(O)(c1ccccc1)c1ccccc1 | 2%
O=C(N/N=C/c1c(Br)cc(Br)c(O)c1Br)c1cccc(F)c1 | 12%
O=C(c1ccccc1F)N1CCN(c2ccc([N+](=O)[O-])cc2Cl)CC1 | 2%
Cc1ccc(C)c(N=Cc2cccc([N+](=O)[O-])c2)c1 | 5%
O=C(Nc1ccc(Sc2ccccc2[N+](=O)[O-])cc1)c1ccccc1 | 8%
Cc1ccc(-c2nc3ccc(C)cn3c2NC(=O)c2ccc(Cl)cc2)cc1 | 0%
COc1ccccc1CC(=O)Nc1ccc(F)cc1F | 55%*
O=C(c1cccnc1)N1CCN(c2ccc(Cl)cc2)CC1 | 2%
Cc1ccoc1C(=O)NCc1ccccc1 | 18%
C#CCn1c(O)c(N=NC(=O)COc2cc(C)ccc2C)c2ccccc21 | 13%

# By substructure, the compounds so far with an aryl thioether with sulfur outside any ring.
SMILES | RNase H inhibition
CCN(CC)CCSc1nc(O)c(-c2ccccc2)c(=O)n1-c1ccccc1 | 4%
O=C(CSc1nc2ccccc2s1)c1cccc([N+](=O)[O-])c1 | 9%
O=c1[nH]c(SCc2ccccc2)nc2sc3c(c12)CCc1ccccc1-3 | 34%
O=[N+]([O-])c1ccc(CSc2nnc(-c3ccncc3)n2Cc2ccccc2)cc1 | 9%
Cc1nc(SCC(=O)c2ccc(O)cc2O)n[nH]1 | 19%
O=C(O)C(Sc1nc2ccccc2s1)c1ccccc1 (stereo not given) | 13%
CCOc1ccc2c(c1)-c1c(ssc1=S)C(C)(C)N2C(=O)CSc1ncn[nH]1 | 12%
O=C(Nc1ccc(Sc2ccccc2[N+](=O)[O-])cc1)c1ccccc1 | 8%

# New compounds follow:
SMILES | RNase H inhibition
Cn1c(=O)c(C(=O)Nc2nc(-c3ccc(Br)cc3)cs2)c(O)c2ccccc21 | 35%
COc1ccccc1OCCCCOc1c(C)cccc1C | 28%
COc1ccc(N2C(=O)/C(=C\c3ccc(C(C)C)cc3)SC2=S)cc1 | 5%
CC1CCN(C(=O)C(C(C)C)N2C(=O)c3ccccc3C2=O)CC1 (stereo not given) | 13%
O=C(NNC(=O)C1CCC(c2ccccc2)CC1)c1ccc(Br)cc1 (stereo not given) | 0%
CN(C)CCN1C(=O)C(=O)/C(=C(/O)c2ccccc2)C1c1ccc(O)cc1 (stereo not given) | 10%
C=C(C)CNC(=S)Nc1sc2c(c1C(=O)OCC)CC(C)(C)OC2 | 6%
Cc1cc(NO)nc(-c2ccc(Br)cc2)n1 | 0%
CN1C(=O)NC(=O)/C(=C/c2cc3c(cc2Br)OCO3)C1=O | 24%
Cc1ccc(/C=N/n2cnnc2)cc1[N+](=O)[O-] | 9%
COc1ccc2ccccc2c1/C=N/c1oc(C)c(C)c1C#N | 16%
O=c1[nH]c(-c2cc(Cl)ccc2O)nc2sc3c(c12)CCCC3 | 4%
O=C(c1ccc(N2C(=O)C3C4c5ccccc5C(c5ccccc54)C3C2=O)cc1)N1CCCCC1 (stereo not given) | 7%
COc1ccc(C2/C(=C(/O)c3ccc(Cl)cc3)C(=O)C(=O)N2C)cc1OC (stereo not given) | 0%
COc1ccc(-c2cc(C(=O)OCC(=O)c3ccc([N+](=O)[O-])cc3)c3cc(Cl)ccc3n2)cc1 | 14%
CCOC(=O)N=Nc1c(O)[nH]c2ccccc12 | 3%
Clc1cc(Br)ccc1OCCCOc1cccc2cccnc12 | 48%
COc1cc(/C=C/C(=O)O)cc(S(=O)(=O)NCc2ccco2)c1OC | 2%
COc1cccc(C2C(C#N)=C(N)OC(C)=C2C(C)=O)c1OC (stereo not given) | 7%
O=C(Nc1ccc(O)c(-c2nc3ccccc3o2)c1)c1cccc2c(Br)cccc12 | 8%
c1ccc2c(OCCCCCN3CCCC3)cccc2c1 | 9%
O=C1c2cccc3cccc(c23)C(=O)N1CC1CCCO1 (stereo not given) | 1%
O=C(Nc1c(C(=O)Nc2ccccc2)cnn1-c1ccccc1)c1ccccc1 | 3%
Cc1cc2nn(-c3ccc(Cl)cc3)nc2cc1NC(=O)c1ccccc1C | 36%
Nc1ccc(C(=O)Nc2cccc(O)c2)cc1 | 0%
O=C(CCCOc1ccccc1)Nc1ccc(OCc2ccccc2)cc1 | 0%
O=C(Cc1ccccc1)Nc1cc(-c2nc3ccccc3s2)ccc1Cl | 7%
COc1ccc2c(c1)C(C)=CC(C)(C)N2S(=O)(=O)c1ccc(C)cc1 | 12%
COc1cc(C=Nc2ccccc2)cc(I)c1O | 8%
COc1ccc(/C=N/NC(=O)CSc2nnc(-c3ccncc3)n2-c2ccccc2)cc1 | 10%

# The listing continues.
SMILES | RNase H inhibition
CCOC(=O)c1ccccc1NC(=O)c1cc(OC)cc(OC)c1 | 12%
O=C1O/C(=C\c2cccc(F)c2)c2ccccc21 | 2%
Cc1cc(Nc2ccc(Cl)c(Cl)c2)c2ccccc2n1 | 28%
Cc1ccc2c(NC(=O)c3ccccc3F)cccc2n1 | 0%
CCOC(=O)c1c(OCC)[nH]c2c1cc(O)c1ccccc12 | 12%
COc1ccc(/C=C2/SC(=S)N(C(CCSC)C(=O)O)C2=O)cc1OC (stereo not given) | 15%
S=C(NCCc1ccccn1)Nc1ccc(Cl)c(Cl)c1 | 59%*
COc1ccccc1N1CCN(C(=O)c2ccc(C)c(C)c2)CC1 | 1%
Cc1ccc(C(=O)N/C(=C\c2cccs2)C(=O)NCc2ccncc2)cc1 | 0%

# Not all compounds are listed, so the mix of outcomes need not match the whole.
